MITF inh – blocks human microphthalmia-associated transcription factor; AlphaScreen MITF homodimerization, bead proximity signal; 650,000 compounds, 0.91% hits; AID 1259374; inhibition, % at 2.6 µM; O75030; in the data active = inhibition above about 50%;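 also: 0% = vehicle wells with protein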
Target sequence (O75030 whole entry, looked up): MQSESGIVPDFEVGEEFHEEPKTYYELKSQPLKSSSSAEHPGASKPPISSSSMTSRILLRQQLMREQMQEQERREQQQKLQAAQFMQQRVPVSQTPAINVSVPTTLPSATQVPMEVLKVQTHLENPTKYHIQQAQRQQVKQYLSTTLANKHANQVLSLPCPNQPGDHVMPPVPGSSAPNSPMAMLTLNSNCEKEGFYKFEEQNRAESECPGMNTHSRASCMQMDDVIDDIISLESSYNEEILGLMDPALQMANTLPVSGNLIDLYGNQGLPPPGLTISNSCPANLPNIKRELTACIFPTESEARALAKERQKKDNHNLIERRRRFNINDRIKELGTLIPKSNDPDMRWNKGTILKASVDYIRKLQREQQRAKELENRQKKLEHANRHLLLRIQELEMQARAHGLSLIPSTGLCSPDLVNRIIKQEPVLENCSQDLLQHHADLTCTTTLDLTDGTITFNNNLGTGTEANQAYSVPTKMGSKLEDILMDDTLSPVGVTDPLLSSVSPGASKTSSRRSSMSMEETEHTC
FBW7 act – human FBW7 E3 ligase activation, primary screen; 650,000 compounds, 0.13% hits; normalized activity (activation), % at 26.1 µM; AID 1259310; AlphaScreen FBW7–phospho-cyclin E peptide binding, activator screen; in the data active = normalized activity above about 1.9%;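 also: purified mutant Fbw7 with reduced substrate affinity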
GPR151 activ – activates the human receptor GPR151; PathHunter beta-arrestin GPR151 cells, luminescence; activation, % at 11.2 µM; 650,000 compounds, 1% hits; AID 1508602; in the data active = activation above about 4.9%;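 also: 0% = median of compound wells and 100% = cells with positive control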
Target sequence (Q8TDV0 whole entry, looked up): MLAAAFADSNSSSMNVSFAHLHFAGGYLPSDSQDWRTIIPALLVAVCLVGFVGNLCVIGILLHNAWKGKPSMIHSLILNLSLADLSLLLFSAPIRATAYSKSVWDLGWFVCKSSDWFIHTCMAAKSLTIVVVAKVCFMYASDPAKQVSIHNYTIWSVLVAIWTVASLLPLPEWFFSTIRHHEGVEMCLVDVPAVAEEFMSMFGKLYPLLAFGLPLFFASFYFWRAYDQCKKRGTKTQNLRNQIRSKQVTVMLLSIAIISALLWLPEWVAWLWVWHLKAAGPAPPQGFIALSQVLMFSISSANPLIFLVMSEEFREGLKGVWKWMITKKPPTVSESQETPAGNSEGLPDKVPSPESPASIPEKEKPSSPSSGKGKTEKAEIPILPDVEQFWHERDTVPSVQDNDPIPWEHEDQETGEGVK
TEAD-YAP block – TEAD-YAP interaction inhibition. HEK-TIYL cells, TEAD-Gal4/YAP UAS-luciferase luminescence. 640,000 compounds, 1.4% hits. inhibition, % at 9.12 µM; in the data active = inhibition above about 32%;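 also: 0% = median of test compound wells and 100% = reference inhibitor wells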
The depositor's hits bear a star.

SMILES	MITF inh	FBW7 act	GPR151 activ	TEAD-YAP block
CSCCC(NC(=O)c1ccccc1)C(=O)OCC(=O)Nc1ccc(C(C)=O)cc1 (stereo not drawn)	10	0.0	0.3	-26
NC(=O)N1CCN(c2ccc([N+](=O)[O-])cc2Cl)CC1	-9	0.0	1.3	5
O=C(OCC(=O)c1ccc(Br)s1)c1ccccc1	-6	0.2	-3.2	4
C=CCn1c(Br)nc2c1c(=O)n(C)c(=O)n2C	12	0.7	0.2	7
O=C1c2cccc3c(N4CCCCC4)ccc(c23)C(=O)N1c1cccc(O)c1	9	0.7	1.1	-16
CCn1cc(C(=O)NCc2ccco2)c(=O)c2cc(S(=O)(=O)N3CCCCC3)ccc21	2	-0.1	-0.7	0
Cc1c(-n2c(SC3CCOC3=O)nc3ccccc3c2=O)c(=O)n(-c2ccccc2)n1C (stereo not drawn)	3	0.1	-0.1	3
O=c1[nH]cccc1-c1ccc(Nc2nccc(-c3ccc4nc(C5CC5)[nH]c(=O)c4c3)n2)cc1	64*	0.3	-0.1	4
COc1cccc(C2=NN3C(C2)c2cc(Cl)ccc2OC32CCCCC2)c1 (stereo not drawn)	-1	0.0	-2.7	-54
CCNC(=O)Cn1c(CC)nc2ccccc21	4	0.1	-0.3	-1
CCOc1ccc(NC(=O)Cc2c(O)c3ccccc3[nH]c2=O)cc1	2	-0.1	0.0	-1
O=C1CC(Nc2c[nH]c(=O)[nH]c2=O)C(=O)N1c1ccccc1 (stereo not drawn)	0	-0.6	0.2	5
CCOc1ccc(S(=O)(=O)NCCC(OCC)OCC)c2cccnc12	7	0.3	-0.3	1
CC1=C(C#N)C(c2c(F)cccc2F)C(C#N)=C(C)N1	5	0.0	0.7	4
O=C1/C(=C/c2ccc(Cl)cc2)SC(=NCc2ccccc2)N1Cc1ccccc1	5	-0.1	1.8	-2
COC(C)n1cc(Br)c(=O)[nH]c1=O (stereo not drawn)	10	0.1	-2.0	1
O=C(Cc1ccccc1)N1CCCc2ccccc21	-6	0.1	0.5	8
Cc1cc(NC(=O)COC(=O)c2c(-c3ccccc3)noc2C)no1	-6	0.1	1.0	4
COc1cc(CNc2ccnc3c(-c4cccc(C(C)=O)c4)cnn23)cc(OC)c1OC	12	-0.6	0.8	10
CC(=O)c1cccc(NC(=O)CN(c2cccc([N+](=O)[O-])c2)S(=O)(=O)c2ccccc2)c1	-11	0.0	0.4	4
CC(=O)c1cccc(NC(=O)Cn2cc(-c3ccc(C)cc3)c(N3CCOCC3)n2)c1	0	-0.4	2.8	10
CCOC(=O)c1c(C)oc(NC(=O)COc2ccc(Cl)cc2C)c1C#N	0	0.3	3.1	4
CC(=O)Oc1cccc(C(=O)O)c1OC(C)=O	4	-0.1	-0.6	-1
NC(=O)c1n[nH]nc1Nc1ccccc1	16	0.1	-1.3	-1
CN(C)c1ccc(C(=O)N2CCN(c3ccc([N+](=O)[O-])cc3)CC2)cc1	0	-0.2	-0.4	4
COC(=O)c1sccc1NC(=O)C1=C(C)C(=O)OC12CCCCC2	3	0.0	-0.5	12
O=C(NC1CCN(Cc2ccccc2)CC1)c1ccc2nc(N3CCC(N4CCOCC4)CC3)sc2c1	4	0.1	-0.7	-10
COCCN1C(=O)c2ccc(C(=O)NCc3ccccc3)cc2C1=O	22	-0.1	0.3	12
CCOC(=O)c1c(CSc2ccc(Cl)cc2)oc2ccc(O)c(CN(C)C)c12	-6	-0.4	0.8	7
O=C(O)c1ccc(CNC2CC(=O)N(c3ccc(F)cc3)C2=O)cc1 (stereo not drawn)	7	0.1	-0.3	1
Cc1nn(-c2cccc(Cl)c2)c2c1C(c1ccc3c(c1)OCO3)C(C#N)=C(N)O2 (stereo not drawn)	11	-0.5	0.2	-4
CCN1CCC(CCc2ccc(NC(=O)C3CC(=O)N(C)C3)cc2)C(C)C1 (stereo not drawn)	-11	-0.1	-0.9	-11
CCCCn1c(=NC(=O)c2ccc(Cl)cc2)c(C(=O)OCC)cc2c(=O)n3ccccc3nc21	-6	0.8	-1.8	-8
Cc1ccc2c(c1)cc(CN(Cc1ccccc1)C(=O)COc1ccccc1)c1nnnn12	-2	-0.1	-0.5	-6
CC(=O)Nc1ccc(N2C(=O)c3ccc(Oc4cccc([N+](=O)[O-])c4)cc3C2=O)cc1	4	0.0	-0.7	0
C=CCNC(=O)c1c[nH]c2ccc(S(=O)(=O)N(C)c3cccc(C)c3)cc2c1=O	-6	-0.2	0.0	7
COc1ccc(SCCC(=O)N2CCN(c3nc4c(F)cccc4s3)CC2)cc1	-8	-0.1	-1.0	2
CCOC(=O)c1c(NC(=O)C(CC)Sc2nnc3c4ccccc4n(C(C)C)c3n2)sc2c1CCCC2 (stereo not drawn)	3	-0.1	-1.1	6
COc1ccc(Cl)cc1NC(=O)CC1SC(=Nc2ccc3c(c2)OCCO3)NC1=O (stereo not drawn)	22	0.4	-1.0	-4
CCCCOc1ccc(-c2[nH]nc3c2C(c2cc(Br)ccc2OC(=O)N2CCOCC2)C(C#N)=C(N)O3)cc1 (stereo not drawn)	-13	-0.1	0.1	16
Cc1ccc(Nc2nc(C(=O)NCC(N)=O)cs2)cc1	-3	-0.2	-0.7	-17
FC(F)(F)c1ccc(Cn2cnc3c(NCc4nc5ccccc5[nH]4)nc(Cl)nc32)cc1	0	-0.1	3.0	-3
Cc1cc(-c2csc(N)n2)c(C)n1-c1ccc2c(c1)OCO2	4	-0.1	0.8	8
Cn1ncc(Oc2ccc([N+](=O)[O-])cc2)c(Cl)c1=O	9	0.2	1.5	-4
O=C(Nc1ccccc1N1CCOCC1)c1cc(=O)c2ccccc2o1	7	0.1	-0.6	8

A second format for 17 compounds above.
| compound | MITF inh | FBW7 act | GPR151 activ | TEAD-YAP block |
| --- | --- | --- | --- | --- |
| O=C(NC1CCN(Cc2ccccc2)CC1)c1ccc2nc(N3CCC(N4CCOCC4)CC3)sc2c1 | 4 | 0.1 | -0.7 | -10 |
| COCCN1C(=O)c2ccc(C(=O)NCc3ccccc3)cc2C1=O | 22 | -0.1 | 0.3 | 12 |
| CCOC(=O)c1c(CSc2ccc(Cl)cc2)oc2ccc(O)c(CN(C)C)c12 | -6 | -0.4 | 0.8 | 7 |
| O=C(O)c1ccc(CNC2CC(=O)N(c3ccc(F)cc3)C2=O)cc1 (stereo not drawn) | 7 | 0.1 | -0.3 | 1 |
| Cc1nn(-c2cccc(Cl)c2)c2c1C(c1ccc3c(c1)OCO3)C(C#N)=C(N)O2 (stereo not drawn) | 11 | -0.5 | 0.2 | -4 |
| CCN1CCC(CCc2ccc(NC(=O)C3CC(=O)N(C)C3)cc2)C(C)C1 (stereo not drawn) | -11 | -0.1 | -0.9 | -11 |
| CCCCn1c(=NC(=O)c2ccc(Cl)cc2)c(C(=O)OCC)cc2c(=O)n3ccccc3nc21 | -6 | 0.8 | -1.8 | -8 |
| Cc1ccc2c(c1)cc(CN(Cc1ccccc1)C(=O)COc1ccccc1)c1nnnn12 | -2 | -0.1 | -0.5 | -6 |
| CC(=O)Nc1ccc(N2C(=O)c3ccc(Oc4cccc([N+](=O)[O-])c4)cc3C2=O)cc1 | 4 | 0.0 | -0.7 | 0 |
| C=CCNC(=O)c1c[nH]c2ccc(S(=O)(=O)N(C)c3cccc(C)c3)cc2c1=O | -6 | -0.2 | 0.0 | 7 |
| COc1ccc(SCCC(=O)N2CCN(c3nc4c(F)cccc4s3)CC2)cc1 | -8 | -0.1 | -1.0 | 2 |
| CCOC(=O)c1c(NC(=O)C(CC)Sc2nnc3c4ccccc4n(C(C)C)c3n2)sc2c1CCCC2 (stereo not drawn) | 3 | -0.1 | -1.1 | 6 |
| COc1ccc(Cl)cc1NC(=O)CC1SC(=Nc2ccc3c(c2)OCCO3)NC1=O (stereo not drawn) | 22 | 0.4 | -1.0 | -4 |
| CCCCOc1ccc(-c2[nH]nc3c2C(c2cc(Br)ccc2OC(=O)N2CCOCC2)C(C#N)=C(N)O3)cc1 (stereo not drawn) | -13 | -0.1 | 0.1 | 16 |
| Cc1ccc(Nc2nc(C(=O)NCC(N)=O)cs2)cc1 | -3 | -0.2 | -0.7 | -17 |
| FC(F)(F)c1ccc(Cn2cnc3c(NCc4nc5ccccc5[nH]4)nc(Cl)nc32)cc1 | 0 | -0.1 | 3.0 | -3 |
| Cc1cc(-c2csc(N)n2)c(C)n1-c1ccc2c(c1)OCO2 | 4 | -0.1 | 0.8 | 8 |

Further structures follow.
SMILES	MITF inh	FBW7 act	GPR151 activ	TEAD-YAP block
COc1ccc(N2C(=O)CC(Sc3ccccc3C(=O)O)C2=O)c([N+](=O)[O-])c1 (stereo not drawn)	-6	-0.2	0.2	1
COC(=O)c1ccc2c(c1)C1C=CCC1C(c1ccc(Br)cc1)N2 (stereo not drawn)	-10	-0.1	0.8	7
COC(=O)C1=C(N)Oc2cc(C)[nH]c(=O)c2C1c1cc(OC)ccc1OC (stereo not drawn)	4	-0.1	-0.2	10
Nc1nc(SCC(=O)NC2CCCC2)n[nH]1	-7	-0.1	-0.7	-7
C=CCNC(=S)NC(=O)c1ccccc1	6	0.0	0.3	-19
CC(C)c1csc(CN2CCC(CO)(CCOc3ccccc3)CC2)n1	15	0.2	2.5	0
C=CCOC(=O)C1=C(C)N(C)C(=O)NC1c1ccc(Cl)c(Cl)c1 (stereo not drawn)	7	0.1	0.9	16
CCc1cccc(NC(=O)N[C@H]2C[C@H]3C(=O)N[C@H](Cc4ccccc4)C(=O)N3C2)c1	-17	0.0	-1.3	-4
Cc1cccc(OCCNC(=S)NC(=O)c2cccnc2)c1	13	0.1	7.6*	0
CCOCCOC(=O)c1ccc(NC(=O)COc2cc(C)ccc2C(C)C)cc1	-7	-0.1	-0.7	-3
CC(=O)Nc1ccccc1NC(=O)C(C)Oc1ccc(Br)cc1 (stereo not drawn)	0	0.0	-0.2	12
Cc1cccc(N2CCn3c2nc2c3c(=O)n(C)c(=O)n2C)c1C	13	0.2	-0.3	-2
COc1ccc(-n2c(CNC(=O)C34CC5CC(CC(C5)C3)C4)nnc2SCc2ccccc2)cc1	-15	-0.2	-1.2	-3
COc1ccc(S(=O)(=O)N2CCSC2c2ccccc2Cl)cc1 (stereo not drawn)	-1	0.0	-0.9	5
CCOc1ccccc1NC(=O)CCS(=O)(=O)c1ccc2c(c1)SC(CC)C(=O)N2 (stereo not drawn)	4	-0.1	2.7	1
COC(=O)c1ccc2c(=O)n(CCc3ccc(OC)c(OC)c3)c(SCC(=O)N3CCN(c4ccccc4OC)CC3)nc2c1	-10	0.1	0.8	-3
COc1ccc(C2C=C(c3ccc(Cl)cc3)Nc3nc4ccccc4n32)cc1 (stereo not drawn)	-1	0.0	0.8	-85
O=C(Nc1ccccc1F)c1cnc(N2CCN(c3ccccn3)CC2)c2ccccc12	2	0.2	-0.3	22
O=C(NN=C1c2ccccc2-c2ccccc21)c1ccccc1[N+](=O)[O-]	13	0.1	0.9	13
COC(=O)c1cc(OC)c(OC)cc1NC(=S)N1CCC(C(N)=O)CC1	4	-0.1	-0.8	6
COc1ccc(N2C(=O)CC(NC3CCC(C)CC3)C2=O)cc1 (stereo not drawn)	0	0.1	-0.1	9
CN(C)c1ccc(/C=C/C=C/c2cc[n+](CCCS(=O)(=O)O)cc2)cc1	28	-0.1	-0.5	1
CC(C)c1ccc(/C=N/Nc2nncc(=O)[nH]2)cc1	17	-0.6	5.6*	-44
OCCCNc1nccn2c(-c3ccsc3)cnc12	9	0.0	1.3	14
O=C(Nc1ccccc1C(F)(F)F)c1nn2c(c1Br)NC(c1ccc(Br)o1)CC2C(F)(F)F (stereo not drawn)	-7	0.1	1.0	4
O=C1C2C3C=CC(C3)C2C(=O)N1c1n[nH]c(-c2ccccc2)n1 (stereo not drawn)	7	0.3	1.0	3
Cc1ccc(Nc2nc3nonc3nc2Nc2c(C)n(C)n(-c3ccccc3)c2=O)cc1C	5	0.1	-1.4	0
CCOc1ccccc1NC(=O)Nc1ccc(C(=O)O)cc1	4	0.3	-3.5	-1
CC(C)(C)C(=O)Nc1ccc(C(=O)Nc2ccc(Sc3ccc([N+](=O)[O-])cc3)cc2)cc1	-4	0.0	-0.3	4
Nc1nc(NCCc2ccc(O)cc2)cc(Nc2ccncc2)n1	17	0.0	3.2	14
O=C(C1CC(Cc2ccc(F)cc2)=NO1)N1CCc2ccccc2C1 (stereo not drawn)	4	-0.1	-1.6	-7
C=CCc1ccc(OCCOCCN2CCC(C)CC2)c(OC)c1	47	0.1	0.1	4
O=C1NC(=S)S/C1=C/c1cc(Br)c2c(c1)OCO2	6	0.0	-0.7	1
COc1cccc(-c2cnc(NCc3ccc(C)cc3)n2C)c1	38	-0.2	0.7	5
COc1ccc(-c2ccccc2)cc1N1C(=O)[C@@H]2C[C@H]1CN2Cc1c(C)nc2sccn12	1	-0.2	0.6	-1
COc1ccc(CN2CCC(n3nccc3NC(=O)Nc3ccccc3C)CC2)cc1OC	1	0.1	-0.1	5
CCN(CC)S(=O)(=O)c1ccc(C(=O)Nc2sc3c(c2C(=O)OC)CC(C)(C)NC3(C)C)cc1	-7	0.0	0.9	-6
COc1ccc(-c2ccc(Nc3cccc(N(C)C)c3)nc2)cn1	7	-1.0	1.7	-101
COc1ccc(-c2nnc(SCC(=O)Nc3ccc(N4CCOCC4)cc3)o2)cc1	0	0.2	6.1*	17
O=C(c1ccc(C(=O)N2CCc3ccccc3C2)cc1)N1CCc2ccccc2C1	12	-0.1	-1.2	3
COc1ccc(C(O)(C(=O)NN(c2ccccc2)c2ccccc2)c2ccc(OC)cc2)cc1	-9	-0.1	-1.6	13
COc1ccc(C(=O)NCC(=O)OCc2ccc(Br)cc2)cc1	-7	0.1	0.0	2
Cc1cc(Cl)ccc1NC(=O)N[C@H]1C[C@H]2C(=O)N[C@@H](CO)C(=O)N2C1	18	1.4	-2.3	-22
CCN(C(=O)CSc1nc2ccsc2c(=O)n1-c1ccc(F)cc1)c1cccc(C)c1	-3	0.0	0.6	10
CS(=O)(=O)N1CCN(C2Cc3ccccc3C2)CC1	-3	0.0	-0.5	-16

Assay outcomes: PubChem BioAssay, The Scripps Research Institute Molecular Screening Center
